GIRK2 activator = Activators of human GIRK2-containing channels; P48051; HEK293 GIRK2/NPY4 cells, thallium flux fluorescence; activation (% efficacy), % for hits at 37.5 µM; 34,000 tested, under 10 active; AID 1259324;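 active means primary screen hit, no activity in plain HEK293 cells, and in GIRK2-only cells above 5% efficacy rising with concentration; inactive means the rest, including fluorescent compounds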;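 further: efficacy is normalized control-subtracted fluorescence 15 s after thallium addition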
Target sequence (P48051 whole entry, looked up): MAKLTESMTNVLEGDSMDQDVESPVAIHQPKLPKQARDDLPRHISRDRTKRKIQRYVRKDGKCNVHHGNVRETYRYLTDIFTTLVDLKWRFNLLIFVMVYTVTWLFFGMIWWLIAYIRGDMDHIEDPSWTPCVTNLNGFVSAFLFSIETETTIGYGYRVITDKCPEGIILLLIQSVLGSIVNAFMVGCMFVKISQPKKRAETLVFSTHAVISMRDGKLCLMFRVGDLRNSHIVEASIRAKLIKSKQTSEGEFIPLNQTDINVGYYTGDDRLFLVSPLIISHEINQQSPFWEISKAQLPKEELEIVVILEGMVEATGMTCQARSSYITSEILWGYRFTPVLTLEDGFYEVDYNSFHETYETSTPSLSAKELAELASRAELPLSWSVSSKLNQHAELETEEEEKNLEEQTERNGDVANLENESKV
Calls only; i = inactive. Only part of the results is shown; count on the stated rates, not on these rows.

SMILES	GIRK2 activator
COC(=O)C(C)Sc1nc2c(c(=O)[nH]c(=O)n2C)n1CCc1ccc(OC)cc1 (configuration not stated)	i
COc1ccccc1N1CCN(CC(O)COC(C)C)CC1 (configuration not stated)	i
O=C(NCC1CCN(Cc2cccs2)CC1)C1CC1	i
COc1ccc(S(=O)(=O)Nc2ccc3c(c2)N(C(=O)C2CCCC2)CC3)c(OC)c1	i
O=S(=O)(NCCN1CCC(c2cccs2)CC1)c1ccc(Br)s1	i
CC(NCCN)c1ccccc1 (configuration not stated)	i
Cc1nc(-c2cccs2)c(CCC(=O)N2CCN(c3cccc(Cl)c3)CC2)s1	i
CC(C)(C)NC(=O)N1CCC(CNC(=O)C(=O)NCCC2=CCCCC2)CC1	i
COC(=O)c1sccc1NC(=O)CS(=O)(=O)c1cccs1	i
O=C(Nc1cc(-c2ccco2)nn1-c1nc2c(c(=O)[nH]1)CCCC2)C12CC3CC(CC(C3)C1)C2	i
O=C(CN1CC(c2nc(-c3cccc(C(F)(F)F)c3)no2)C1)c1ccccc1	i
CC(=O)Nc1cccc(NC(=O)Cc2csc(Nc3cccc(C(F)(F)F)c3)n2)c1	i
O=S(=O)(c1ccccc1C(F)(F)F)N1CCN(c2ccc(-c3ccco3)nn2)CC1	i
COc1ccccc1-n1nnc(C(=O)Nc2ccccc2C#N)c1C	i
CCCCN1C(=O)CCc2cc(NC(=O)c3ccc(OC)c(OC)c3OC)ccc21	i
CCn1c(=NC(=O)c2ccnn2C)sc2c(OC)ccc(OC)c21	i
COc1ccc2sc(N(Cc3ccncc3)C(=O)CCOc3ccccc3)nc2c1	i
COc1ccc(Cl)cc1NC(=O)Cn1nc(C(=O)N2CCOCC2)cc1C	i
O=C1CN(C(=O)c2nc(-c3cnccn3)no2)CCN1	i
COc1ccc(-c2cn(CC(=O)NCc3cccc(Cl)c3)nc2N(C)C)cc1	i
CCOc1cccc(CNC(=O)Cc2nnc(-c3cccs3)o2)c1	i
CCOc1cn(-c2ccc(F)cc2)nc1C(=O)N1c2ccccc2CC1C (configuration not stated)	i
COc1cccc(N2CCN(C(=O)c3ccc(S(=O)(=O)c4ccc(C)c(C)c4)nc3)CC2)c1	i
CCOc1ccc(-n2nnc(C(=O)Nc3ccccc3C(F)(F)F)c2N)cc1	i
COc1ccc(C(CNC(=O)C(=O)Nc2ccc(OC)cc2OC)N2CCOCC2)cc1 (configuration not stated)	i
COc1ccc(CC(=O)N2CCN(c3ccc(Nc4ccncc4)nn3)CC2)cc1	i
O=C(NCCCO)C(=O)Nc1ccc(Cl)c(N2CCCS2(=O)=O)c1	i
COc1cccc(NC(=O)Nc2ccc3c(c2)CCC(=O)N3)c1OC	i
N#Cc1cnc(-c2ccc(F)cc2)n(CC(=O)Nc2ccc(Br)cc2)c1=O	i
CN1CCN(n2c3c(c(SCC(=O)Nc4nc5ccccc5s4)nc2=O)CCCC3)CC1	i
COCCn1c(Sc2nc3ccccc3[nH]2)nc2c1c(=O)[nH]c(=O)n2C	i
O=S(=O)(Cc1ccc(Cl)cc1)NCC(c1ccco1)N1CCOCC1 (configuration not stated)	i
CCOC(=O)N1CCN(C(=O)Cc2csc(Nc3cccc(Cl)c3)n2)CC1	i
COc1ccc(CCC(=O)NCC2CCN(C(=O)/C=C/c3ccco3)CC2)cc1	i
Cn1cccc(C(=O)NCC2CCN(C(=O)Nc3ccc(F)cc3)CC2)c1=O	i
O=C(NCC(c1cccs1)N1CCOCC1)C1(c2cccs2)CCCC1 (configuration not stated)	i
CCOc1ccc(C(=O)Nc2cccc(-c3cnc4n3CCC4)c2)cc1	i
COc1ccc(SCCC(=O)N(CCCN2CCOCC2)c2nc3c(C)cccc3s2)cc1	i
COC(=O)c1sccc1S(=O)(=O)NCC1(O)CCOCC1	i
O=C(NCC1(O)CCCC1)C(=O)Nc1ccccc1Cl	i
O=C(COc1ccc(Cl)cc1)N1CCN(c2ccc(-c3ccccc3)nn2)CC1	i
CC(C)(C)C(=O)N1CCc2ccc(NC(=O)c3ccc4ccccc4c3)cc21	i
O=C(NNC(=O)c1cccn(Cc2ccc(F)cc2)c1=O)c1cccs1	i
CCOc1ccc(CC(=O)NCC(c2ccco2)N(C)C)cc1 (configuration not stated)	i
O=C(NCC1CCN(S(=O)(=O)c2cccnc2)CC1)C(=O)Nc1ccon1	i
Cc1cn2nnc(C(=O)Nc3ccc(S(N)(=O)=O)cc3)c2c(=O)[nH]1	i
Cc1cc(C)n(CCN2CCCN(C(=O)c3cccc(C(F)(F)F)c3)CC2)n1	i
Cc1ccc2nc(N(CCCN3CCOCC3)C(=O)c3ccno3)sc2c1	i
Cn1c(-c2ccccc2)nn(CCNC(=O)c2cc(=O)c3ccccc3o2)c1=O	i
O=C(Cc1cccc2ccccc12)NCC(O)c1ccc(C(F)(F)F)cc1 (configuration not stated)	i
O=C(Nc1cccs1)N1CCN(c2cc(N3CCOCC3)ncn2)CC1	i
COc1cccc(CNC(=O)Cn2cc(-c3nc(-c4ccc(C)cc4)no3)ccc2=O)c1OC	i
O=C(CN1CCOCC1)Nc1ccc2c(c1)OCCO2	i
COc1ccc(OC)c(S(=O)(=O)NCC(c2ccc(F)cc2)N2CCN(C)CC2)c1 (configuration not stated)	i
O=C(Cc1nnc(-c2cnccn2)o1)NCc1cccs1	i
Cc1ccc2nc(NC(=O)C3CCCN(c4ccc(-n5cccn5)nn4)C3)sc2c1 (configuration not stated)	i
COc1cc(C)ccc1NC(=O)CSc1nnc2ccc(C(=O)Nc3ccc(C)cc3)cn12	i
COc1cc(NC(=O)Cn2ccn(Cc3ccc(Cl)cc3)c(=O)c2=O)cc(OC)c1	i
CC(C)(NC(=O)c1cccs1)C(=O)N1CCN(c2ccccc2)CC1	i
CC(C)S(=O)(=O)Nc1ccc(CC(=O)NC2CC2)cc1	i

Additional compounds follow:
SMILES	GIRK2 activator
Cc1cc(Cl)cc2sc(NC(=O)c3ccn(C)n3)nc12	i
COc1ccc2cc(CNc3ccc(C)cc3)c(=O)n(CC(=O)Nc3cc(C)ccc3C)c2c1	i
COc1cccc(OC)c1C(=O)Nc1ccc(N2CCCCC2=O)c(C)c1	i
C=CCOc1ccc(C(O)=C2C(=O)C(=O)N(CCN(CC)CC)C2c2ccccn2)cc1 (configuration not stated)	i
Cc1ccc(NC(=O)C2CCN(c3cnc4ccccc4n3)CC2)cc1Cl	i
CC(=O)Nc1cccc(NC(=O)c2cc3cccnc3n(C)c2=O)c1	i
CCOc1ccc(-n2nnnc2SCC(=O)Nc2cc(C)ccc2C)cc1	i
O=C(CSC1CCCCC1)N1CCN(c2ccccc2)CC1	i
O=C(NCC(c1ccco1)N1CCOCC1)Nc1cccs1 (configuration not stated)	i
COCC(=O)N1CCCc2ccc(NC(=O)Nc3cccc(OC)c3OC)cc21	i
Clc1ccccc1CN1CCC(c2nnc(-c3ccco3)o2)CC1	i
COc1cc(OC)cc(C(=O)Nc2ccc3scnc3c2)c1	i
COc1ccc(CNC(=O)N2CCC(Cn3ccnc3C)CC2)cc1	i
O=C1CCc2cc(S(=O)(=O)N3CCCCCC3)cc3c2N1CC3	i
CCOc1cn(-c2ccc(F)cc2)nc1C(=O)NCCOC	i
CSc1ccccc1CN1CCC(CNC(=O)Nc2ccccc2Cl)CC1	i
COc1ccc(CNC(=O)N2CCC(c3nnc(C4CC4)o3)CC2)cc1	i
Cc1cc(C)n(CCNC(=O)/C=C/c2cccs2)n1	i
COc1cccc(CNS(=O)(=O)CCCOc2ccc3c(c2)OCO3)c1	i
COc1ccc(-c2cc(CC(=O)Nc3nnc(C)s3)no2)cc1OC	i
CSc1ncccc1C(=O)N1CCC(CNC(=O)NCc2ccc(Cl)cc2)CC1	i
O=C(Nc1ccc(N2CCCC2=O)cc1)c1cccc(C(F)(F)F)c1	i
Cn1nnc2c(=O)n(Cc3ccc(Cl)cc3Cl)cnc21	i
CCc1ccc(C(=O)NCC2CCN(S(C)(=O)=O)CC2)cc1	i
CC(C)(C)C(=O)NCc1cccc(Oc2ccc(F)cc2)c1	i
COc1ccc(-c2nnc3ccc(OCCNC(=O)COc4ccc(C)c(C)c4)nn23)cc1	i
Cn1nc(NC(=O)c2cccc3ccccc23)c2c1NC(=O)CC2c1ccco1 (configuration not stated)	i
Cn1nnc2c(N3CCN(S(=O)(=O)Cc4ccccc4)CC3)ncnc21	i
Cc1cc(=O)[nH]c(-n2nc(C3CC3)cc2NC(=O)COc2ccc(C(C)C)cc2)n1	i
CC(C)(C)OC(=O)C1=NN(c2ccc(Cl)cc2)c2ncccc2S1(=O)=O	i

Reprinted at random: 6 compounds from above
SMILES	GIRK2 activator
CC(C)(C)C(=O)NCc1cccc(Oc2ccc(F)cc2)c1	i
CSc1ncccc1C(=O)N1CCC(CNC(=O)NCc2ccc(Cl)cc2)CC1	i
COc1ccc(-c2nnc3ccc(OCCNC(=O)COc4ccc(C)c(C)c4)nn23)cc1	i
COc1cccc(CNS(=O)(=O)CCCOc2ccc3c(c2)OCO3)c1	i
CCc1ccc(C(=O)NCC2CCN(S(C)(=O)=O)CC2)cc1	i
Cn1nnc2c(=O)n(Cc3ccc(Cl)cc3Cl)cnc21	i

Continued.
SMILES	GIRK2 activator
CSc1ncccc1C(=O)Nc1ccc2c(c1)N(C(=O)C1CCCC1)CC2	i
COc1ccc(S(=O)(=O)Nc2cc3c4c(c2)CCC(=O)N4CCC3)cc1	i
Cn1nc(-c2ccc(F)cc2)cc1C(=O)N1CCN(CCn2ccnc2)CC1	i
CC(=O)c1ccc(NC(=O)Cn2nc(C(=O)N3CCOCC3)cc2C)cc1	i
COCCNc1oc2c(c1-c1cc(OC)ccc1OC)c(=O)oc1ccccc12	i
Cc1ccc(C)c(Cn2nc3ccc(S(=O)(=O)N4CCOCC4)cn3c2=O)c1	i
COc1ccc(S(=O)(=O)CC(=O)Nc2sccc2C(N)=O)cc1	i
CCn1ccc(C(=O)N=c2sc3cc(S(C)(=O)=O)ccc3n2CCSC)n1	i
CCc1nc2c(sc3cccc(F)c32)c(=O)n1CC(=O)Nc1ccc2c(c1)OCO2	i
O=S(=O)(NCC#CCN1CCc2ccccc2C1)c1ccc2c(c1)OCCO2	i
CCCn1c(=O)c2sc(N3CCCC3)nc2n(CC(=O)NCc2ccc(OC)cc2)c1=O	i
CCOc1ccc(NC(=O)CC2=NS(=O)(=O)c3ccccc3N2)cc1	i
COc1ccccc1CCN1CC(=O)N(c2ccc(Cl)cc2)C2CS(=O)(=O)CC21 (configuration not stated)	i
CC1CN(C)CCN1CC1CCN(C(=O)Cc2ccc(F)cc2)CC1 (configuration not stated)	i
CCCCCNC(=O)Cc1csc(NC(=O)OC)n1	i

Part of the list above in order of count of non-hydrogen atoms, low to high.
SMILES	GIRK2 activator
CCCCCNC(=O)Cc1csc(NC(=O)OC)n1	i
COc1ccc(S(=O)(=O)CC(=O)Nc2sccc2C(N)=O)cc1	i
CC1CN(C)CCN1CC1CCN(C(=O)Cc2ccc(F)cc2)CC1 (configuration not stated)	i
COc1ccc(S(=O)(=O)Nc2cc3c4c(c2)CCC(=O)N4CCC3)cc1	i
Cc1ccc(C)c(Cn2nc3ccc(S(=O)(=O)N4CCOCC4)cn3c2=O)c1	i
COc1ccccc1CCN1CC(=O)N(c2ccc(Cl)cc2)C2CS(=O)(=O)CC21 (configuration not stated)	i
CCc1nc2c(sc3cccc(F)c32)c(=O)n1CC(=O)Nc1ccc2c(c1)OCO2	i

(listing goes on)
SMILES	GIRK2 activator
Cc1ccsc1C(O)CNC(=O)c1c(-c2ccccc2Cl)noc1C (configuration not stated)	i
COc1ccc(C(=O)NC(C)C23CC4CC(CC(C4)C2)C3)cc1 (configuration not stated)	i
O=C(c1cccs1)N1CCN(Cc2nc3ccccc3[nH]2)CC1	i
O=C(NCc1ccccc1Cl)C(=O)NCC(O)c1ccsc1 (configuration not stated)	i
O=C(Cc1ccccc1Cl)Nc1nnc(-c2ccc(Br)o2)o1	i
CC(=O)c1cccc(NC(=O)CSc2nc(=O)n(CC3CCCO3)c3c2CCC3)c1 (configuration not stated)	i
O=C(Nc1cccs1)N1CCN(Cc2nc(-c3ccc(F)cc3)cs2)CC1	i
COc1cc(C(=O)Nc2cccc(N3CCCCC3=O)c2)cc(OC)c1OC	i
O=C(CCn1nnc2ccccc2c1=O)N1CCN(C2CCCCC2)CC1	i
O=C(Nc1ccccc1)Nc1cccc(N2CCCS2(=O)=O)c1	i
CCc1ccccc1-n1nnnc1SCC(=O)Nc1cccc(OC)c1	i
Cc1nc2ccc(NS(=O)(=O)c3ccccc3[N+](=O)[O-])cc2c(=O)n1-c1ccccc1	i
O=C(Cc1ccc(NS(=O)(=O)c2ccc3c(c2)OCCO3)cc1)NCc1cccs1	i
COc1ccc(S(=O)(=O)Nc2nc(C(=O)NCc3ccco3)cs2)cc1	i
CCOC(=O)c1ccccc1NC(=O)Cn1cnc2c(nnn2C)c1=O	i
CCOc1ccc(-c2cc3c(=O)n(Cc4nc(-c5ccc(SC)cc5)no4)ccn3n2)cc1	i
Cc1ccc(Cn2cc(C(=O)Nc3ccc(F)cc3F)ccc2=O)cc1	i
CS(=O)(=O)N1CCC(C(=O)Nc2nnc(-c3cc4ccccc4o3)o2)CC1	i
COc1ccc(Cl)cc1S(=O)(=O)NCc1ccsc1	i
COc1cccc(-c2cc(CC(=O)Nc3ccc(OC)cc3OC)no2)c1	i
O=C(Cc1cc(-c2ccc3c(c2)OCO3)on1)NCCCn1ccnc1	i
CS(=O)(=O)N1CCCc2cc(NC(=O)c3ccc(-c4ccccc4)cc3)ccc21	i
CCOc1ccc(C2C(C(=O)c3cccs3)=C(O)C(=O)N2CCCN(C)C)cc1OC (configuration not stated)	i
COc1ccccc1NC(=O)CCc1csc(NS(=O)(=O)c2ccccc2)n1	i
O=C(NCCCN1CCCC1=O)C(=O)Nc1ccc2c(c1)OCO2	i
COc1ccc(NC(=O)C(=O)NCC(c2cccs2)N(C)C)cc1OC (configuration not stated)	i
O=S(=O)(NCC1CCN(S(=O)(=O)C2CC2)CC1)c1cccnc1	i
COc1cccc(NC(=O)Cn2c3ccc(C)cc3c3ncn(Cc4ccccc4)c(=O)c32)c1	i
CC(=O)N1CCN(S(=O)(=O)CCCOc2ccc(F)cc2)CC1	i
COC(=O)CCc1c(C)nc2c(c(-c3ccccc3)nn2C2CCS(=O)(=O)C2)c1C (configuration not stated)	i
COc1cc(Cl)c(C)cc1NC(=O)Cn1cnc2c(-c3ccc(C)cc3)csc2c1=O	i

Screening results (PubChem BioAssay)
